Bioassay records (PubChem BioAssay)
CRFBP-R2 block = CRF-BP/CRF-R2 complex antagonism | actives 0.59% (n = 350,000) | inhibition, % at 11.8 µM | HEK293 CRF-R2/CRF-BP, CRF-induced calcium fluorescence | AID 588475;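 active means inhibition of the ligand-induced calcium signal above about 50% at the single tested concentration, limit read from the data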
CHRM5 PAM = positive allosteric modulators of human muscarinic M5 receptor. actives 0.3% (n = 360,000). AID 624038. CHO-K1 hM5, Fluo-8 calcium, ACh EC20 PAM; 0% = ACh EC20, 100% = ACh EC100. activation, % at 3 µM. P08912;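 active means activation above the run cutoff, the mean activation of all test compounds plus 3 SD, cut at about 18% in these data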
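system = human M5 receptor in CHO-K1 cells | reagent = EC20 acetylcholine as agonist stimulus | compound dosing = single-point, 3 µM nominal | incubation = Fluo-8 loading 80 min at 37 °C plus 30 min room temperature | detection = Fluo-8 calcium dye fluorescence, kinetic read | benchmarks = low control EC20 acetylcholine (0%), high control EC100 acetylcholine (100%)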
M5 antag = CHRM5 antagonism in calcium assay. P08912. AID 624040. actives 0.59% (n = 360,000). CHO-hM5 cells, Fluo-8 calcium fluorescence, ACh EC80. inhibition, % at 3 µM;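 active means inhibition above a per-plate cutoff, the mean of that plate's test compounds plus 3 SD, cut at about 27% in these data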;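 further: 0% = acetylcholine EC80 with DMSO and 100% = DMSO without agonist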
TAAR1 antagonist = antagonists of human TAAR1 | Q96RJ0 | CHO RD-HGA16 TAAR1, Fluo-8 calcium fluorescence, antagonist | inhibition, % at 3 µM | actives 1.5% (n = 360,000);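 active means inhibition above a per-plate cutoff, the mean inhibition of test compounds on that plate plus 3 SD, cut at about 49% in these data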;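 further: 0% = DMSO plus EC80 beta-PEA response and 100% = DMSO alone without agonist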
Target sequence (Q96RJ0 whole entry, looked up): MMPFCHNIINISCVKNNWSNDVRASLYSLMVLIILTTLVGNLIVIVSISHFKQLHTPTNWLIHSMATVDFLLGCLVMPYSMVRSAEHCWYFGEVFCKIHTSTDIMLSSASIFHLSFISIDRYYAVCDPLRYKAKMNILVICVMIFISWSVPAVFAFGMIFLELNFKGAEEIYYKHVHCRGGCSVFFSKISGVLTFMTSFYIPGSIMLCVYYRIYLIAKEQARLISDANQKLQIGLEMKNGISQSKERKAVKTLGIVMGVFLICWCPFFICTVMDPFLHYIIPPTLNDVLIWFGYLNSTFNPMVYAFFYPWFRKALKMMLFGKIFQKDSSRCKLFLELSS
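System: CHO RD-HGA16 cells bearing hTAAR1. Reagent: EC80 β-phenethylamine stimulus. Schedule: seeding 17-24 h prior, 75-min 37 °C, 30-min RT dye loading. Signal: Fluo-8 intracellular calcium dye fluorescence, real-time kinetic reads. Read-out: % inhibition from peak post-agonist over basal fluorescence ratio. Benchmarks: vehicle wells and EC80 agonist wells. Replicates: n of 1.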
CHRM5 agonist = agonists of human muscarinic M5 receptor (CHRM5) | AID 624037 | CHO-K1 hM5 cells, Fluo-8 calcium fluorescence; 0% DMSO wells, 100% maximal acetylcholine response | P08912 | activation, % at 3 µM | actives 0.19% (n = 360,000);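 active means activation above the run's mean over test compounds plus 3 SD, cut at about 23% in these data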;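 further: signal is peak over basal fluorescence ratio across the kinetic read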
TAAR1 ag = agonists of human TAAR1 | activation, % at 3 µM | CHO RD-HGA16 TAAR1, Fluo-8 calcium fluorescence; vehicle wells 0%, saturating PEA agonist 100% | actives 0.99% (n = 360,000) | Q96RJ0;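 active means activation above the mean activation of all test compounds in the run plus 3 SD, cut at about 38% in these data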
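System: CHO-derived RD-HGA16 cells with stable Gα16 and human TAAR1. Times: 17-24 h plating, Fluo-8 75 min 37 °C, 30 min RT. Measured by: calcium-sensitive Fluo-8 signal, excitation 470-495, emission 515-575 nm. Read-out basis: % activation relative to PEA EC100 response. Control set: DMSO and PEA EC100. Repeats: no replicates (n 1).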
CRFR2-BP ag = CRF-BP/CRF-R2 complex agonism; HEK293 CRF-R2/CRF-BP, calcium dye fluorescence (FLIPR); percent of saturating CRF peptide response; activation, % at 13.2 µM; actives 0.46% (n = 350,000); AID 588473;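 active means activation of at least 50%, plus an integration ratio under a set limit after plate pattern correction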;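 further: plate controls were neutral control wells without compound for no effect and CRF at EC100 for full effect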
M1 PAM parental = M1 PAM counterscreen hit in parental CHO-K1 cells; ATP EC20, Fluo-8 calcium fluorescence; 0% at ATP EC20, 100% at ATP max; activation, % at 3 µM; actives 0.02% (n = 360,000);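 active means activation above the run cutoff, the mean activation of all test compounds plus 3 SD, cut at about 40% in these data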;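 further: peak over basal fluorescence ratio in a 140 s read after ATP addition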
CHRM4 PAM = CHRM4 positive allosteric modulation; P08173; activation, % at 3 µM; CHO-K1 hM4/Gqi5, Fluo-8 calcium fluorescence, ACh EC20; 0% = ACh EC20, 100% = maximal ACh; actives 0.4% (n = 360,000);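 active means activation above its plate's cutoff, the mean activation of sample wells plus 3 SD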; further: some results filed as inactive read as strong as hits
Target sequence (P08173 whole entry, looked up): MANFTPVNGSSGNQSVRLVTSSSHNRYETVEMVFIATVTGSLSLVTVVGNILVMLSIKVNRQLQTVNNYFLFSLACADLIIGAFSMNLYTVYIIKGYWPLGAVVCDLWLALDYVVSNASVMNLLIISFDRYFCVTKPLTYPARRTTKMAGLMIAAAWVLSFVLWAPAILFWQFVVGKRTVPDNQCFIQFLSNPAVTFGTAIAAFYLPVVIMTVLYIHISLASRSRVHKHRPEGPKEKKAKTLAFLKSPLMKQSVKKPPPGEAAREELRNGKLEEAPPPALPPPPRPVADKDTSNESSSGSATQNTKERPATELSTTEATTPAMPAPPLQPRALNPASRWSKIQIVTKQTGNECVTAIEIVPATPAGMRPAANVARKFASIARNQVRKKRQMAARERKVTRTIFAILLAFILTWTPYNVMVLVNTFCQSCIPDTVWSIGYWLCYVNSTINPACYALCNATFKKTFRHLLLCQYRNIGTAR
* marks the source's active call; other numbers are inactive results; . = no result given. Outcome played no part in choosing rows; about 4.2% have a hit in one of these screens.

| item | SMILES | CRFBP-R2 block | CHRM5 PAM | M5 antag | TAAR1 antagonist | CHRM5 agonist |
| --- | --- | --- | --- | --- | --- | --- |
| 1 | Cc1cc(NC(=O)CCS(=O)(=O)c2ccc3c(c2)NC(=O)C(C)S3)ccc1Br (stereo not given) | -46 | -7 | 8 | . | -2 |
| 2 | COC(=O)[C@@H]1C[C@H]2CC[C@H](O)C[C@H]2N1Cc1ccc(-c2ccccc2)cc1 | -14 | -3 | 17 | 16 | 4 |
| 3 | O=C(CS(=O)(=O)Cc1ccccc1)Nc1cccnc1 | -13 | -2 | 6 | -1 | -5 |
| 4 | COc1ccc(Cl)cc1NC(=O)C1CCCN(c2cc(C)nc3ncnn23)C1 (stereo not given) | 19 | 4 | 8 | 10 | -1 |
| 5 | CCOC(=O)c1cc2c(C)nn(-c3ccccc3)c2s1 | -3 | 7 | -6 | -5 | 2 |
| 6 | Cc1ccc2c(COC(=O)CNS(=O)(=O)c3ccccc3)cc(=O)oc2c1 | 11 | -2 | 0 | 11 | 6 |
| 7 | O=C(NCCC1=CCCCC1)C1CCC(=O)N(Cc2ccc(Cl)cc2)C1 (stereo not given) | 7 | 1 | -8 | -38 | -4 |
| 8 | O=C1Nc2ccccc2Nc2ccc([N+](=O)[O-])cc21 | 14 | -5 | 11 | -11 | -1 |
| 9 | CCC(C)(C)n1nnnc1C(c1cc2cc(OC)c(OC)cc2[nH]c1=O)N1CCc2ccccc21 (stereo not given) | -12 | 0 | 6 | 22 | -3 |
| 10 | CCCCCn1c(SCc2cccc(C)c2)nc2c1c(=O)[nH]c(=O)n2C | -48 | 0 | -3 | 28 | -2 |

| item | TAAR1 ag | CRFR2-BP ag | M1 PAM parental | CHRM4 PAM |
| --- | --- | --- | --- | --- |
| 1 | . | -1.3 | -2 | -7 |
| 2 | 6 | 1.2 | 0 | 2 |
| 3 | 5 | -0.1 | 19 | 2 |
| 4 | 1 | 0.8 | -5 | 0 |
| 5 | 16 | 1.7 | 20 | 3 |
| 6 | 4 | -0.3 | 15 | 0 |
| 7 | -1 | 0.2 | 17 | -1 |
| 8 | 5 | -2.5 | 2 | -10 |
| 9 | 9 | 2.1 | 28 | 15 |
| 10 | 10 | -1.4 | 21 | 3 |

Some of these compounds in order of length of the SMILES, highest first:
| item | SMILES | CRFBP-R2 block | CHRM5 PAM | M5 antag | TAAR1 antagonist | CHRM5 agonist |
| --- | --- | --- | --- | --- | --- | --- |
| 2 | COC(=O)[C@@H]1C[C@H]2CC[C@H](O)C[C@H]2N1Cc1ccc(-c2ccccc2)cc1 | -14 | -3 | 17 | 16 | 4 |
| 7 | O=C(NCCC1=CCCCC1)C1CCC(=O)N(Cc2ccc(Cl)cc2)C1 (stereo not given) | 7 | 1 | -8 | -38 | -4 |
| 5 | CCOC(=O)c1cc2c(C)nn(-c3ccccc3)c2s1 | -3 | 7 | -6 | -5 | 2 |

| item | TAAR1 ag | CRFR2-BP ag | M1 PAM parental | CHRM4 PAM |
| --- | --- | --- | --- | --- |
| 2 | 6 | 1.2 | 0 | 2 |
| 7 | -1 | 0.2 | 17 | -1 |
| 5 | 16 | 1.7 | 20 | 3 |

(more compounds)
| item | SMILES | CRFBP-R2 block | CHRM5 PAM | M5 antag | TAAR1 antagonist | CHRM5 agonist |
| --- | --- | --- | --- | --- | --- | --- |
| 11 | NC(=O)CNC(=O)[C@@H]1CC2(CC(c3ccc(Cl)cc3)=NO2)CN1C(=O)c1ccccc1 (stereo not given in full) | -4 | 8 | -1 | 0 | 3 |
| 12 | Cc1ccnc(NS(=O)(=O)c2ccc(NC(=O)C34CC5CC(CC(C5)C3)C4)cc2)n1 | -1 | 28* | 0 | -5 | -4 |
| 13 | CN(C)S(=O)(=O)c1ccc(Cl)c(C(=O)Nc2cccc3ncccc23)c1 | -8 | -3 | 8 | 8 | 0 |
| 14 | O=C(c1cn(-c2ccccc2)nc1-c1ccc(F)cc1)N1CCCCC1 | -35 | -2 | -3 | 2 | -1 |
| 15 | CCOC(=O)C1CCCN(C(=O)c2cc(F)ccc2C)CC1 (stereo not given) | . | -6 | 7 | 5 | -1 |
| 16 | COc1ccc(CNC(=O)c2cccs2)cc1 | -1 | -4 | 1 | 4 | 2 |
| 17 | Cc1ccc(N2CC(C(=O)Nc3ccc(S(=O)(=O)Nc4ncccn4)cc3)CC2=O)cc1C (stereo not given) | 7 | 3 | -2 | -10 | 0 |
| 18 | O=C(NC1CCCC1)c1cc(-c2ccc(F)cc2)on1 | -9 | -2 | 8 | 10 | -2 |
| 19 | CCn1c(SCC(=O)Nc2nc(C)c(C)s2)nnc1-c1cccnc1 | -20 | 2 | -10 | -26 | 2 |
| 20 | c1ccc(-n2nnnc2-c2cnc(-c3ccncc3)nc2-c2cccs2)cc1 | 2 | 0 | -6 | 7 | -12 |

| item | TAAR1 ag | CRFR2-BP ag | M1 PAM parental | CHRM4 PAM |
| --- | --- | --- | --- | --- |
| 11 | 11 | -1.8 | -15 | 11 |
| 12 | 0 | 0.7 | 12 | 4 |
| 13 | 4 | -0.8 | -10 | -12 |
| 14 | -1 | 0.2 | 15 | -2 |
| 15 | 1 | . | -15 | 10 |
| 16 | 5 | 1.7 | 0 | 3 |
| 17 | 0 | -0.2 | 12 | -1 |
| 18 | 2 | 0.9 | -22 | -5 |
| 19 | 12 | 1.2 | 6 | 0 |
| 20 | -2 | 0.2 | 16 | 7 |

Of the compounds above, these have a thiophene ring, fused or not:
| item | SMILES | CRFBP-R2 block | CHRM5 PAM | M5 antag | TAAR1 antagonist | CHRM5 agonist |
| --- | --- | --- | --- | --- | --- | --- |
| 5 | CCOC(=O)c1cc2c(C)nn(-c3ccccc3)c2s1 | -3 | 7 | -6 | -5 | 2 |
| 16 | COc1ccc(CNC(=O)c2cccs2)cc1 | -1 | -4 | 1 | 4 | 2 |
| 20 | c1ccc(-n2nnnc2-c2cnc(-c3ccncc3)nc2-c2cccs2)cc1 | 2 | 0 | -6 | 7 | -12 |

| item | TAAR1 ag | CRFR2-BP ag | M1 PAM parental | CHRM4 PAM |
| --- | --- | --- | --- | --- |
| 5 | 16 | 1.7 | 20 | 3 |
| 16 | 5 | 1.7 | 0 | 3 |
| 20 | -2 | 0.2 | 16 | 7 |

Compound profiles, as listed above. Order of screens: CRFBP-R2 block	CHRM5 PAM	M5 antag	TAAR1 antagonist	CHRM5 agonist	TAAR1 ag	CRFR2-BP ag	M1 PAM parental	CHRM4 PAM
`c1ccc(-n2nnnc2-c2cnc(-c3ccncc3)nc2-c2cccs2)cc1` is listed with 2	0	-6	7	-12	-2	0.2	16	7
`CCn1c(SCC(=O)Nc2nc(C)c(C)s2)nnc1-c1cccnc1` is listed with -20	2	-10	-26	2	12	1.2	6	0
`COc1ccc(CNC(=O)c2cccs2)cc1` is listed with -1	-4	1	4	2	5	1.7	0	3
`NC(=O)CNC(=O)[C@@H]1CC2(CC(c3ccc(Cl)cc3)=NO2)CN1C(=O)c1ccccc1` (stereo not given in full) is listed with -4	8	-1	0	3	11	-1.8	-15	11
`CN(C)S(=O)(=O)c1ccc(Cl)c(C(=O)Nc2cccc3ncccc23)c1` is listed with -8	-3	8	8	0	4	-0.8	-10	-12

(list continues)
| item | SMILES | CRFBP-R2 block | CHRM5 PAM | M5 antag | TAAR1 antagonist | CHRM5 agonist |
| --- | --- | --- | --- | --- | --- | --- |
| 21 | CN1C(=O)c2cccc3c(S(=O)(=O)N4CCCC4C(=O)O)ccc1c23 (stereo not given) | 12 | -5 | 6 | -9 | -3 |
| 22 | CC1CCN(S(=O)(=O)c2ccc3ncn(CC(=O)N4CCN(C)CC4)c(=O)c3c2)CC1 | -4 | 10 | -12 | 13 | -2 |
| 23 | COc1ccccc1NC(=O)CC(NCCN(C)C)C(=O)O (stereo not given) | 4 | 1 | 3 | -3 | 2 |
| 24 | OCC1OC(n2cnc3c(/C=C(\O)c4ccccc4)ncnc32)C(O)C1O (stereo not given) | 17 | 14 | 5 | 2 | 0 |
| 25 | CC1=NOC(=O)/C1=C\c1ccc(-c2ccc(Cl)cc2Cl)o1 | -31 | -1 | -4 | 53* | -4 |
| 26 | CC(C)C(=O)Nc1ccc2c(c1)nc(CCN1CCN(c3ccccc3)CC1)n2C | -3 | -4 | 12 | -13 | -6 |
| 27 | Cc1ccc(Cc2c(-c3ccc(F)cc3)nc3cc(C)ccn23)cc1 | 0 | -5 | -1 | 11 | -1 |

| item | TAAR1 ag | CRFR2-BP ag | M1 PAM parental | CHRM4 PAM |
| --- | --- | --- | --- | --- |
| 21 | 2 | -1.6 | 17 | 2 |
| 22 | 2 | -0.7 | -4 | 13 |
| 23 | 0 | 7.3 | 16 | 13 |
| 24 | 0 | 0.2 | 25 | 11 |
| 25 | 14 | 32 | 14 | 1 |
| 26 | 1 | -0.3 | -16 | -18 |
| 27 | -1 | 2.6 | -13 | -6 |
